Assay outcomes: PubChem, NCI
Growth percent in the NCI-60 one-dose screen (48 h, 10 µM unless noted): 100 = growth as untreated, 0 = no growth, -100 = all killed.
ACHN: ACHN renal cancer; 81,000 compounds, 4.9% hits; AID 1794771
A498: A498 renal cancer cells; 76,000 compounds, 5.4% hits
786-0: 786-0 renal cancer cells. 81,000 compounds, 5.1% hits. AID 1794775
CAKI-1: CAKI-1 renal cancer; 75,000 compounds, 4.7% hits
RXF 393: RXF 393 renal cancer cells | 77,000 compounds, 6.9% hits | AID 1794773
SN12C: SN12C renal cancer cells; 81,000 compounds, 3.8% hits; AID 1794767
UO-31: UO-31 renal cancer; 81,000 compounds, 5.2% hits; AID 1794768
U251: U251 CNS tumor cells; 80,000 compounds, 5.4% hits; AID 1794753
TK-10: TK-10 renal cancer cells; AID 1794769; 81,000 compounds, 3.9% hits
Numbers without * were called inactive; . = not tested or not shown. Rule for the calls: active = growth percent below 10; inactive = the rest.

canonical_smiles,ACHN,A498,786-0,CAKI-1,RXF 393,SN12C,UO-31,U251,TK-10
CC1(C)COCN1COCCOCN1COCC1(C)C,106,99,110,92,100,98,83,100,110
Oc1ccc2ccccc2c1Br,94,113,96,56,142,100,.,92,131
COc1ccc(C2C3Cc4cc(OC)c(OC)cc4C3=NN2C(=O)Nc2c(C)cccc2C)cc1OC (stereo not drawn),88,89,96,91,129,87,67,98,.
NC(CSCc1ccccc1)C(=O)O (stereo not drawn),93,143,107,88,.,101,82,106,111
COc1ccc(OC)c(/C=C/C(=O)N/N=C/c2ccc(Cl)cc2)c1,48,13,17,42,-20*,46,30,18,51
N#Cc1nc(/C=C2\SC(=S)N(Cc3ccccc3)C2=O)cs1,85,.,96,91,99,92,71,97,116
CCCn1c(=N)c(C(=O)NC2CCCCC2)cc2c(=O)n3cccc(C)c3nc21,93,76,100,94,100,93,98,91,112
CC1(C)N=C(N)N=C(N)N1c1ccc(OCC(=O)Nc2ccccc2)c(Cl)c1,103,95,.,.,.,30,104,41,58
Nc1nc(-c2ccccc2)c(CCCNc2ccc(C(=O)NC(CCC(=O)O)C(=O)O)cc2)c(=O)[nH]1 (stereo not drawn),98,90,98,.,134,106,77,110,117
CN(C)C,104,74,101,99,113,99,87,94,101
COc1ccc(/C=C(\C#N)n2nnc3cc(Cl)ccc32)cc1,15,-23*,-17*,33,-55*,12,26,5.4*,26
CCOC(=O)/C(C#N)=C(/CC)OCC,95,122,103,95,114,109,84,103,92
CCC(=O)CC(C)(C)C,105,112,108,108,106,117,91,100,92
COC(=O)[C@H]1[C@H]2C[C@@H]3c4[nH]c5ccccc5c4CCN3C[C@H]2C[C@@H](OC(=O)c2cc(OC)c(OC)c(OC)c2)[C@@H]1OC,79,.,95,79,64,81,.,90,102
CC(NC(=O)OCc1ccccc1)C(=O)O (stereo not drawn),105,110,94,92,98,102,85,96,133
N#Cc1nnn(-c2ccc(S(N)(=O)=O)cc2)c1N,99,86,106,.,113,99,85,99,91
O=C(Nc1cc(C2=NCCN2)cc(C2=NCCN2)c1)c1ccc(C(=O)Nc2cc(C3=NCCN3)cc(C3=NCCN3)c2)cc1,108,126,102,92,130,87,82,113,100
CC[C@H](Nc1nc(N)nc(N)c1Cl)c1nc2cccc(NCc3ccc(C(=O)NO)cc3)c2c(=O)n1-c1ccccc1,3.8*,-13*,3.4*,40,-52*,10,21,-66*,-1.4*
COc1ccc(/C=C/C(=O)c2ccc(NC(=O)CSc3nc4c([nH]3)c(=O)n(C)c(=O)n4C)cc2)cc1OC,94,72,82,85,87,85,91,50,98
O=C(/C=C/c1ccccc1)Nc1ccc(-c2nc3ccccc3c(=O)[nH]2)cc1,104,90,102,87,77,98,89,84,114
O=Cc1c(OCc2cnnn2CC(=O)Nc2ccc(Cl)cc2)ccc2ccccc12,95,97,100,94,111,97,73,101,118
CCCCC1(C=O)NC(=O)NC1=O (stereo not drawn),108,.,98,98,.,102,89,96,86
CCN(CC)CC(=O)Sc1nc(-c2ccco2)cc(-c2ccc(Cl)cc2Cl)n1,100,99,109,94,105,97,90,94,125
CCOC(=O)C1=NN2C(O)C3(C)CC(C(=O)OCC)=NN3C(O)C2(C)C1 (stereo not drawn),96,62,100,98,105,112,101,93,94
COc1cc2nccc(Oc3ccc(NC(=O)C4(C(=O)Nc5c(F)cc(F)cc5F)CC4)cc3)c2cc1Oc1ccc(N)cn1,51,-6.5*,96,66,66,31,45,67,85
O=C(CC(=O)Nc1ccc(Oc2ncnc3scc(Nc4n[nH]c(=S)s4)c23)cc1)Nc1ccc(Br)cc1,106,121,109,89,129,106,85,103,146
COCC(O)CN1CCN(C)CC1 (stereo not drawn),98,93,107,.,118,106,67,110,109
COc1ccc(/C=C2\C=C(c3ccccc3)N(CCc3ccccc3)C2=O)cc1OC,-32*,-75*,8.9*,62,-3.3*,53,-47*,16,-3.9*
OCCC1CCCCN1C(Cc1ccccc1)c1ccccc1 (stereo not drawn),104,99,98,100,108,96,87,91,104
COc1cccc(-c2nc3sccn3c2-c2ccnc(NCCCNS(=O)(=O)c3c(Cl)cccc3Cl)c2)c1,50,71,70,44,75,61,32,.,100

The final seven records of the part above come first, to join the parts:
canonical_smiles,ACHN,A498,786-0,CAKI-1,RXF 393,SN12C,UO-31,U251,TK-10
CCOC(=O)C1=NN2C(O)C3(C)CC(C(=O)OCC)=NN3C(O)C2(C)C1 (stereo not drawn),96,62,100,98,105,112,101,93,94
COc1cc2nccc(Oc3ccc(NC(=O)C4(C(=O)Nc5c(F)cc(F)cc5F)CC4)cc3)c2cc1Oc1ccc(N)cn1,51,-6.5*,96,66,66,31,45,67,85
O=C(CC(=O)Nc1ccc(Oc2ncnc3scc(Nc4n[nH]c(=S)s4)c23)cc1)Nc1ccc(Br)cc1,106,121,109,89,129,106,85,103,146
COCC(O)CN1CCN(C)CC1 (stereo not drawn),98,93,107,.,118,106,67,110,109
COc1ccc(/C=C2\C=C(c3ccccc3)N(CCc3ccccc3)C2=O)cc1OC,-32*,-75*,8.9*,62,-3.3*,53,-47*,16,-3.9*
OCCC1CCCCN1C(Cc1ccccc1)c1ccccc1 (stereo not drawn),104,99,98,100,108,96,87,91,104
COc1cccc(-c2nc3sccn3c2-c2ccnc(NCCCNS(=O)(=O)c3c(Cl)cccc3Cl)c2)c1,50,71,70,44,75,61,32,.,100
CCN(CC)c1ccc(-c2nc3c4ccccc4c4ccccc4c3o2)c(O)c1,77,101,88,.,83,95,65,84,155
O=C(Nc1sc2c(c1C(=O)O)CCCC2)c1ccc(F)cc1,103,100,106,95,117,91,90,101,.
CC1OC1c1ccc(-c2ccc(C3OC3C)cc2)cc1 (stereo not drawn),114,111,102,97,101,86,.,91,92
O=C(c1ccc(-c2ccc3[nH]c(=O)nc(-c4ccccc4)c3c2)cc1)N1CCOCC1,101,114,104,101,103,103,81,102,96
N#Cc1nc(CC(=O)c2ccccc2)c(CC(=O)c2ccccc2)nc1C#N,94,123,96,78,112,97,.,103,134
CCN(CC)C(=O)c1ccccc1-c1ccccc1C(=O)O,101,109,100,97,95,98,89,107,96
Cc1cccc(C(C)(C)C)c1,100,84,104,92,95,107,91,110,95
CCOC(=O)c1cn2c3c(c(C)cc(C)c3c1=O)C(=O)/C(=C/c1ccccc1)C2,98,96,83,94,93,93,79,92,105
Cc1ccnc(Nc2nc3c(s2)C2=CC[C@H]4[C@@H]5C[C@@H]6O[C@]7(CC[C@@H](C)CO7)C(C)[C@@H]6[C@@]5(C)CC[C@@H]4[C@@]2(C)CC3)c1 (stereo partly drawn),86,98,97,76,89,93,70,92,151
CC(C)(C)n1cc(-c2ccnc(NCCCNS(=O)(=O)c3cccc4ccccc34)c2)c(-c2cccc(O)c2)n1,37,48,-0.2*,40,0.8*,37,45,27,75
O=S(=O)(NCCNc1nccc(-c2cn(-c3ccccc3)nc2-c2ccc(Cl)c(O)c2)n1)c1ccc(O)cc1,61,.,90,87,75,70,54,68,91
N#Cc1ccc(/C=N/N2CCCCCC2)cc1,114,111,81,93,105,97,77,100,97
N#Cc1ccc(C2SCC(=O)N2NC(=O)C(O)(c2ccccc2)c2ccccc2)cc1 (stereo not drawn),99,96,100,104,.,94,94,101,110
Cc1cc(S(=O)(=O)O)ccc1Cl,97,189,99,98,.,96,51,102,112
CC(C)(C)n1cc(-c2ccnc(NCCCNS(=O)(=O)c3ccc(Br)cc3)c2)c(-c2ccccc2)n1,95,27,63,88,70,81,62,58,99
O=C(Cc1ccccc1)c1ccc(Cl)cc1,103,91,95,75,121,89,111,100,100
CC(=O)N1N=C(c2ccc(Nc3ccnc4cc(Cl)ccc34)cc2)CC1c1ccc(Cl)cc1 (stereo not drawn),34,44,62,45,42,62,24,58,.
COc1cc(/C=N/NC(=O)c2cnn3c2NC(c2ccccc2)C3)ccc1OCc1ccccc1 (stereo not drawn),11,.,0.4*,0.5*,-4.2*,29,33,4.9*,-0.9*
N=C(N)c1ccc(-c2ccc(-c3cccs3)s2)cc1F,-85*,-93*,-86*,-73*,-93*,-65*,-90*,-87*,-94*
O=C(O)c1cn(C2CC2)c2cc(N3CCN(Cn4nc(-c5ccc6ccccc6c5)oc4=S)CC3)c(F)cc2c1=O,101,.,102,94,101,101,80,101,105
O=C(c1c2c(nn1-c1ccccc1)CCC(NCCc1ccc(C(F)(F)F)cc1)C2)N1CCCCC1 (stereo not drawn),102,90,83,87,75,95,61,88,98
Cc1ccc(-c2c(O)c(Br)c(-c3ccc(C)c(C)c3C)c(O)c2Br)c(C)c1,103,86,87,68,89,87,66,90,106
CC(=O)Nc1cc2c(cc1Cl)-c1ccc(F)cc1C2O (stereo not drawn),94,101,106,94,106,98,64,98,124
CCOC(=O)OCc1ccccc1,107,91,106,94,121,99,102,101,106
CCO/C=N/C1=C(C#N)C(c2ccc(Cl)cc2)c2c(c3cc(Cl)ccc3[nH]c2=O)O1 (stereo not drawn),85,56,.,69,87,79,61,88,148
c1ccc(-c2n[nH]c(-c3[nH]nc(-c4ccccc4)c3-c3ccccc3)c2-c2ccccc2)cc1,94,105,99,81,107,94,.,105,112
CCOC(=O)c1c2c(c(C)n1Cc1ccccc1)-c1ncncc1CC2,83,87,80,68,94,95,85,94,82
CNC(=O)c1cc(Oc2ccc3nc(NC(=O)Nc4ccc(C(F)(F)F)cc4)sc3c2)ccn1,73,99,35,92,85,71,65,22,55
COc1cc(OC)cc(-c2nn(CC(=O)N3CCCC3)c3ncnc(N)c23)c1,96,93,97,84,97,97,78,102,112
CCCCCCCCCCCCNC(=O)C(C)O (stereo not drawn),91,91,86,90,99,92,58,.,100

The results go on:
canonical_smiles,ACHN,A498,786-0,CAKI-1,RXF 393,SN12C,UO-31,U251,TK-10
CCCC[C@@H]1C[C@@H]2Cc3ccc4ccccc4c3N1O2,103,86,98,83,153,96,74,94,90
O=C(CSc1nnc(-c2ccc(NC(=O)c3cccnc3)cc2)o1)Nc1ccc(Cl)cc1,109,95,105,96,117,60,92,97,111
Cc1ccc(Nc2nc3c(s2)C2=CC[C@H]4[C@@H]5CC[C@H]([C@H](C)CCCC(C)C)[C@@]5(C)CC[C@@H]4[C@@]2(C)CC3)cc1,112,132,111,96,106,106,77,107,123
COc1cc(OC)c(/C=C/C(=O)c2c(OC)cc(NC(=O)CCC(=O)O)cc2OC)c(OC)c1,112,128,106,110,122,104,92,105,108
COc1cc(-c2nc3ccccc3[nH]2)ccc1OCC(=O)N=Nc1c(O)[nH]c2ccc(Cl)cc12,31,82,-80*,-66*,-57*,-73*,104,-95*,-7.3*
CC(COC(=O)c1ccccc1)N1CC2CCC(C1)O2 (stereo not drawn),104,90,100,97,106,100,86,99,111
Fc1cccc(Cl)c1Cn1c(-c2cncs2)nc2ccccc21,85,54,88,81,70,79,76,76,90
Cn1c(=O)oc2ccccc2c1=O,103,95,97,109,99,97,81,111,102
NC(=O)C1(Nc2ccccc2)CCCC1,106,.,109,111,112,108,92,111,95
Cc1ccc(COc2cccc(/C=C3/N=C4SCCCN4C3=O)c2)cc1,85,86,104,82,137,93,67,101,102
CN1CCN(c2ccc(N3Cc4ccccc4OC4=C3C(=O)c3c(O)ccc(O)c3C4=O)cn2)CC1,-100*,-21*,-77*,.,-94*,-62*,-99*,-5.0*,-99*
OC(CNC1CCCC1)Cn1c2ccccc2c2ccccc21 (stereo not drawn),15,58,9.8*,32,31,51,12,-34*,29
COC(=O)Cc1cc(O)cc2oc(-c3cc(OC)cc(OC)c3)cc(=O)c12,104,100,92,98,117,95,90,95,87
CS(=O)(=O)c1nccc(-c2c(-c3cccc(OCc4ccc(Cl)c(C(F)(F)F)c4)c3)nc3sccn23)n1,72,98,106,74,78,75,1.0*,98,112
Oc1ccc(-c2ccc3c(c2)ncn3-c2ccncc2)cc1,19,80,74,58,.,89,76,82,88
CN1C(=O)/C(=C/C=C/c2ccco2)SC1=S,76,.,85,95,-21*,85,58,67,113
Nc1ccc2c(c1)C1(CCC2)NC(=O)NC1=O (stereo not drawn),101,101,100,96,96,97,93,92,109
COCCCNc1nc2ccccc2c2c(=O)c3cc(F)ccc3sc12,92,67,95,79,103,95,68,91,95
CC(=O)c1cc(C(=O)c2ccc3c(c2)Sc2ccccc2N3)c2cc(C)ccn12,23,-16*,9.7*,19,49,23,28,11,-26*
Cc1nc(C(N)=O)c(C(N)=O)nc1C,97,95,99,91,107,106,81,.,107
O=C1/C(=C/c2ccco2)CCC/C1=C\c1ccco1,91,.,107,100,97,113,83,95,113
COc1cc(OC)c(S(N)(=O)=O)cc1C(=O)/C=C/c1ccc(C)cc1,30,.,20,22,-28*,11,35,15,25
CS(=O)(=O)c1ccc(/C=C\C(=O)O)cc1,108,49,108,98,96,103,84,104,101
CC(=O)Nc1ccc(-c2cc3c(NCc4cccc(Cl)c4)ncnc3s2)cc1,78,82,92,77,.,83,65,83,97
CCCCCCCCCc1ccc(OC(=O)c2ccccc2)cc1,98,75,102,90,93,91,86,99,103
CCCCCCCCCCCCCCCC(=O)Oc1ccc(/C(CC)=C(/CC)c2ccc(OC(=O)CCCCCCCCCCCCCCC)cc2)cc1,97,113,105,95,115,108,92,87,116
C#CCCCCCC(=O)CC(=O)N[C@H]1CCOC1=O,107,81,101,96,111,102,92,103,110
[O-][N+]1(CCc2ccccc2)CCCCC1,102,91,99,100,127,102,97,100,96
O=c1ccc2cc(Cl)ccc2o1,112,98,102,106,118,104,89,99,90
